AI-2 QS mod – Vibrio harveyi AI-2 quorum sensing modulators, primary screen, JMH597 strain, luminescence/OD600 ratio; actives 0.4% (n = 300,000); activity change, % at 7.5 µM; Vibrio harveyi JMH597 AI-2 luminescence/OD600 ratio, 9 h; stronger effect = lower value; strain lacks LuxN and CqsS sensors; 0 = neutral-control median; AID 2094, 2009; in the data active = activity change below about -75%, passing the limit was not always enough;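 also: luminescence divided by OD600 gain over 9 h not by final OD600 alone; inactives centre near 13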
IEC-6 cytotox – cytotoxicity in IEC-6 intestinal epithelial cells, primary screen, cytotoxicity control for KLF5 inhibitor project, cell-based, luminescence | inhibition, % at 5 µM | actives 0.78% (n = 290,000) | IEC-6 cytotoxicity, luminescence viability; in the data active = inhibition above about 22%;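 also: 0% = plate median of test compound wells and 100% = cytotoxic reference compound wells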
KLF5 inhibitor – KLF5 expression inhibitors, primary screen, DLD-1 cells, luminescence. DLD-1 KLF5 promoter-luciferase reporter. inhibition, % at 5 µM. AID 1700, 2009. actives 0.23% (n = 290,000);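 active = inhibition above a per-plate limit of that plate's mean compound inhibition plus 3 SD, cut at about 60% in these data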;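 also: 0% = DMSO wells and 100% = LY294002 at 200 µM; higher means less KLF5 promoter-driven luciferase light; inactives centre near -14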
HSP90 refold inh – HSP90 inhibitors, primary screen, cell lysate, luminescence | Heat shock protein HSP 90 (rabbit reticulocyte lysate; luciferase refolding) | Rabbit reticulocyte lysate, luciferase refolding luminescence, 3 h | inhibition, % at 5.6 µM | actives 0.91% (n = 290,000) | AID 1789, 2009;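 active = inhibition above the screen-wide mean plus 3 SD, computed separately per campaign, cut at about 16% in these data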;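 also: 0% = DMSO wells and 100% = 60 µM geldanamycin wells; inhibitors lower the luminescence because luciferase stays unfolded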
GSK3B inh – human GSK3beta kinase inhibitors, primary screen, biochemical, cell-free homogeneous, HTS. Glycogen synthase kinase-3 beta (Homo sapiens), P49841. activity score (negative = inhibition), % at 10 µM. actives 0.038% (n = 300,000). GST-GSK3beta kinase, ADP-Glo luminescence, 60 min; stronger effect = lower value;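 active = more than half of replicate wells score below -50%, meaning over 50% inhibition versus plate controls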;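 also: 0% = median DMSO wells and -100% = median GW8510 positive control wells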
Target sequence (P49841 whole entry, looked up): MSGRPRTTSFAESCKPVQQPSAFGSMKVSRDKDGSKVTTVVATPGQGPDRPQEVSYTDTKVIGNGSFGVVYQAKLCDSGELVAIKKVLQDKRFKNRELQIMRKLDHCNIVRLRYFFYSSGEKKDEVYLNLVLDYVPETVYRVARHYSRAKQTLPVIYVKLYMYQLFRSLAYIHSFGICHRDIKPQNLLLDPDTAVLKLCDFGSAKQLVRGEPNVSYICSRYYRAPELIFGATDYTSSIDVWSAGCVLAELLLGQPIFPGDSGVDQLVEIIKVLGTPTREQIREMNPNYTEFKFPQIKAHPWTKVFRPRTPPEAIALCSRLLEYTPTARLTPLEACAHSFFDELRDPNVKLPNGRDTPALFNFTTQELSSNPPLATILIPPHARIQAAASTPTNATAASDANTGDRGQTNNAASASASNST
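Test system: GST-tagged human GSK3beta kinase, cell-free; evaluation: activity score scaled between in-plate DMSO and GW8510 controls; measured by: ADP-Glo luminescence; incubation: 60 min reaction, RT; benchmarks: DMSO and 20 µM GW8510; reagent: peptide substrate plus 25 µM ATP (final); medium: Tris/MgCl2 kinase buffer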
HSF1 inhib – HSF1 inhibitors in luciferase reporter cells, primary screen, cell-based, NIH3T3, luminescence; NIH3T3-HGL HSE-luciferase, MG132-induced, luminescence 8 h; stronger effect = lower value; activity change, negative = inhibition, % at 7.5 µM (by protocol); actives 0.77% (n = 300,000); AID 2098, 2009;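 active = more than half of replicate wells show activity change below -50%, luminescence cut by over half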;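 also: luciferase reports HSF-1 transcriptional activity via heat shock element; 0% = median of DMSO wells and -100% = zero luminescence signal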
HIF activator – HIF pathway transcriptional activators, primary screen, cell-based, U2OS HRE-luciferase, luminescence; activation, % at 7.5 µM (by protocol); U2OS HRE-luciferase reporter; normalized: DMSO 0%, desferrioxamine 100%; actives 0.32% (n = 300,000);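 active = mean activation of at least 10% of the iron chelator positive control signal, with at least half of replicates also reaching 10%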
GSK3A inh – blockers of GSK3A enzyme activity – biochemical, luminescence, cell-free homogeneous, HTS, primary screen | actives 0.1% (n = 320,000) | GSK-3 alpha kinase, ADP-Glo luminescence, 60 min | inhibition, % at 10 µM | Glycogen synthase kinase-3 alpha (Homo sapiens), P49840 | AID 2650, 2010;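 in the data active = inhibition above about 50%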;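 also: GST-tagged GSK-3 alpha with peptide substrate and 25 µM ATP; 0% = DMSO neutral wells and 100% = GW8510 positive control wells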
Target sequence (P49840 whole entry, looked up): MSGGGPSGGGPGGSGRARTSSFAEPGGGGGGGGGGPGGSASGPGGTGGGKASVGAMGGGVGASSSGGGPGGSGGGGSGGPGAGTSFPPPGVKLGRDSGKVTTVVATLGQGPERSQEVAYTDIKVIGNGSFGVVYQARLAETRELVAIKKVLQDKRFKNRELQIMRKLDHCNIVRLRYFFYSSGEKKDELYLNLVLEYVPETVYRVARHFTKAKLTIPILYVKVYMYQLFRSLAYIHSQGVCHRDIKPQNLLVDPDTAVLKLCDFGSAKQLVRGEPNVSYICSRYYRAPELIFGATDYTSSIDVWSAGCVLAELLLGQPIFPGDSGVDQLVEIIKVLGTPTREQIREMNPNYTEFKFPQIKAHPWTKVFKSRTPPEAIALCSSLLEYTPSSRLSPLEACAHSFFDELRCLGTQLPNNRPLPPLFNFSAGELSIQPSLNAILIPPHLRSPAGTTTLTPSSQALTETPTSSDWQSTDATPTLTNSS
aSyn UTR inh – MLPCN primary screen, SNCA 5' untranslated region; inhibition, % (tested at 7.5 µM); alpha-synuclein 5'UTR reporter, inhibitor activity; actives 0.82% (n = 300,000); AID 1813, 2009; in the data active = inhibition above about 60%;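 also: H4 neuroglioblastoma cells stably carrying SNCA 5'UTR luciferase fusion; 0% = DMSO wells and 100% = positive control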
HSF-1 act – HSF-1 activators, primary screen, NIH3T3-HGL cells, MG132 stress, luminescence, single point | actives 1.7% (n = 300,000) | activation, % at 9 µM | NIH3T3-HGL HSF-1 luciferase reporter, 8 h; 100% = twice DMSO control signal;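 active = mean replicate activation of at least 50% with a set share of replicates each reaching 50%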;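 also: 0% = median of the neutral control wells and 100% = twice that signal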
Numbers without * were called inactive; . = no result given.

SMILES	AI-2 QS mod	IEC-6 cytotox	KLF5 inhibitor	HSP90 refold inh	GSK3B inh	HSF1 inhib	HIF activator	GSK3A inh	aSyn UTR inh	HSF-1 act
CCN(CC)C(=O)Cn1cc(C(=O)C(=O)N2CCN(c3ccc([N+](=O)[O-])cc3)CC2)c2ccccc21	2	-2	-21	-1	-1	12	-0.4	-2	9	4
CCN1CCN(c2ncc(C(=O)N3CCCc4ccccc43)c3ccccc23)CC1	-10	-2	-14	-2	-4	-4	-1.7	1	-6	-9
CCOc1ncccc1C(=O)NCc1ccccc1F	19	-5	1	0	-3	-2	-0.7	-2	21	-4
CC(=O)Nc1ccc(NC(=O)C(C)OC(=O)CNS(=O)(=O)c2cccc(Cl)c2)cc1 (stereo unspecified)	15	1	-13	3	4	1	1.3	2	8	6
Cc1cc(NC(=O)c2ccc(Cl)cc2)n(CCOC(=O)c2ccc(Cl)cc2)n1	5	-11	-19	0	-1	0	-0.1	-1	-38	18
O=C(CCNC(=O)c1ccco1)Nc1ccccc1	11	1	-15	3	-2	-13	0.2	2	0	-13
O=c1c(O)cccc2cc(O)c(O)c(O)c12	39	-17	2	-1	0	4	-0.1	24	-40	-10
CC(C)c1nnc(NC(=O)c2cc3cc(Br)ccc3oc2=O)s1	17	-1	-26	2	0	3	-0.2	-1	-31	-9
CSc1ccccc1NC(=O)Cn1nc([N+](=O)[O-])cc1C	35	-8	-22	1	-2	-4	-0.2	-1	14	-6
CS(=O)(=O)N1N=C(c2ccco2)CC1c1cccc([N+](=O)[O-])c1 (stereo unspecified)	10	0	-2	0	3	-3	-0.7	0	8	-2
CN1CCN(CC(=O)n2c3c(c4ccccc42)CCCC3)CC1	2	-8	-26	1	1	-64*	-0.4	2	-4	-72
O=C(COC(=O)c1nc(Cl)ccc1Cl)NCc1cccs1	15	.	.	.	-3	-5	-1.1	-1	8	-5
COc1cc(CN2CCN(C(=O)c3ccccc3F)CC2)cc(OC)c1OC	3	0	-25	5	1	-1	0.8	-1	8	9
CCOc1ccc(NC(=O)CCC(=O)NNC(=O)c2ccccc2Cl)cc1	8	1	-27	-1	0	.	.	.	.	.
COCC1CCN(Cc2cn[nH]c2-c2ccc(OC)c(F)c2)C1 (stereo unspecified)	6	-2	-14	-2	-2	-3	-0.2	6	-17	-1
CCOC(=O)C1(C)/C(=N/Nc2cccc(Cl)c2)C(=O)C(=O)N1c1ccccc1 (stereo unspecified)	9	-6	0	-2	-1	-3	-0.4	-5	9	-2
CCOc1ccc(Br)cc1S(=O)(=O)Nc1cccnc1	16	-6	-21	1	-2	4	0.6	-4	5	-2
COc1ccc(CNC(=O)C2COc3ccccc3O2)cc1 (stereo unspecified)	0	1	-43	-3	1	14	1.4	-1	-62	28
COc1cc(C2C3C(=O)N(Cc4ccccc4)C(=O)C3ON2c2ccccc2)cc(OC)c1OC (stereo unspecified)	38	5	-8	4	-2	13	0.3	.	-16	29
CCOc1ccccc1NC(=O)c1csc(C)c1C	26	-3	1	1	-2	2	0.0	0	-6	2
CCC(C(=O)N/N=C/c1cccnc1)c1ccccc1 (stereo unspecified)	18	-1	-14	-6	1	-6	-0.3	1	25	-7
COc1ccc(N2CCN(C3CCCN(Cc4cccc(C(C)=O)c4)C3)CC2)cc1 (stereo unspecified)	-7	2	-1	1	-7	-1	2.4	1	-7	-19
COCCNC(=O)Cc1cn(C)c2ccccc12	16	-2	10	-1	6	-6	-0.2	-3	2	7
Cc1ccc(NC(=O)C2CCN(S(=O)(=O)c3ccc4c(c3)NC(=O)CO4)CC2)cc1	-29	6	-19	2	2	1	-0.4	4	14	15
CC1CN(C(=O)CSc2nnc(NC(=O)NC(C)(C)C)s2)CC(C)O1 (stereo unspecified)	5	.	.	.	2	-2	1.0	-2	-14	3
O=[N+]([O-])c1cccc(-c2cc(-c3cc(Br)ccc3O)[nH]n2)c1	17	2	-11	0	2	-6	0.7	-1	11	8
COC(=O)CNC(=O)C1CCCN1C(=O)CNC(=O)OCc1ccccc1 (stereo unspecified)	15	6	-4	-2	-1	0	1.5	-1	-3	3
CCC(=O)N1CCN(c2ccc(NC(=O)c3c(F)c(F)c(OC)c(F)c3F)cc2)CC1	6	-4	-20	0	-6	-2	-0.2	1	-1	-3
CCC(NC(=O)c1ccccc1NC(=O)c1ccco1)C(=O)O (stereo unspecified)	14	6	-8	2	-16	.	.	-5	.	.
CCC(C)C(NC(=O)c1ccccc1NC(=O)c1ccc(C)cc1)C(=O)O (stereo unspecified)	5	-1	-42	1	-2	3	0.6	-1	-23	12
CN1CCc2c(sc3nc(SCC(=O)N4CCOCC4)n(-c4ccc(Cl)cc4)c(=O)c23)C1	20	-4	-32	2	1	-10	.	.	-5	-8
COc1ccc(S(=O)(=O)NCc2ccc3c(c2)OCO3)cc1C	6	-1	-39	-1	3	-8	-0.3	-7	18	5
CCN1CCN(C(=O)Nc2cccc(C(F)(F)F)c2)CC1	18	-2	-34	0	11	-3	0.5	-3	-13	-1
CCN(CC)C1=NC=CC(c2ccccc2)=CC1C (stereo unspecified)	4	1	-38	1	-3	4	-0.3	-2	-20	-1
O=C(NCc1ccccc1)C1=C[C@@H](C2CCCCC2)C[C@@H](OCCCCO)O1	24	.	.	.	0	4	-0.3	.	-3	-4
CN(CCOC(=O)c1ccco1)Cc1ccccc1	16	41*	-2	6	3	-6	-0.2	-1	-4	15
CN1CCN(c2ccc(Cl)cc2NC(=O)CN2C(=O)NC(C)(c3ccccc3)C2=O)CC1 (stereo unspecified)	10	.	.	.	0	0	-0.2	7	-18	16
O=C(CCc1ccccc1)NNC(=O)c1ccccc1Cl	18	-9	-37	-2	2	-4	0.5	-2	-2	-2
COn1c(-c2ccccc2)nc2c1CCc1c-2no[n+]1[O-]	12	2	-11	2	-2	-6	0.6	-4	-34	5
COC(=O)c1cc(N2C(=O)C3C(C2=O)C2(C)C=CC3(C)O2)ccc1Cl (stereo unspecified)	-238*	1	-27	-2	6	28	-0.1	2	4	19
CCOC(=O)C1CCN(C(=O)COC(=O)c2oc3ccccc3c2C)CC1	4	.	.	.	2	-5	-0.2	-1	15	-2
Cc1cc(N2CCN(c3nc4ccccc4s3)CC2)n2ncnc2n1	19	5	-25	-1	2	-2	0.5	-1	-42	-2
COC(=O)c1ccc(S(=O)(=O)NCc2cccc(OC)c2)n1C	4	-7	-4	-3	0	1	-0.2	-2	0	8
O=C(COc1ccc2c(-c3ccccc3)cc(=O)oc2c1)NCC1CCC(C(=O)O)CC1 (stereo unspecified)	6	1	4	5	2	-2	0.2	-3	-31	1
COc1ccc(NC(=O)CCCCCn2nnc3ccccc3c2=O)cc1OC	26	-6	-9	2	-1	1	-1.6	-1	11	-11
CC(=O)N1CCN(Cc2nc(C(c3ccccc3)c3ccccc3)no2)CC1	7	-1	0	3	-2	3	0.0	-2	-15	-8
CCCC1=NN2C(=N)/C(=C\c3cc(C)n(-c4cc(C)cc(C)c4)c3C)C(=O)N=C2S1	35	0	12	5	-1	5	0.3	-2	5	16
Cc1cccc(C)c1OCc1nnc2c3cnn(C)c3ncn12	8	1	-2	2	2	-7	0.4	0	-13	-5
CCCc1cc(=O)oc2c3c(cc(OCC(=O)N[C@@H](C)C(=O)O)c12)OC(C)(C)CC3	3	-1	-12	2	3	18	-22	3	0	67*
CCOC(=O)NC1(C(F)(F)F)C(=O)N(Cc2ccccc2)C2=C1C(=O)CC(C)(C)C2 (stereo unspecified)	17	-3	-9	-1	2	-3	0.3	-1	-13	2
COc1ccc(/C=N\NC(=O)c2ccc(-c3ccccc3)cc2)c(OC)c1OC	49	2	-21	-4	0	.	.	.	.	.
CCCn1cc(S(=O)(=O)c2ccc(F)cc2)c(=O)c2cc(OCC)ccc21	14	0	-3	0	2	4	-0.3	-1	19	35
O=[N+]([O-])c1cc(C=Nc2cccc3c(O)cccc23)ccc1Cl	-7	33*	-13	7	-1	-5	-2.8	-1	38	-20
CCOc1cc(C2C3=C(CCCC3=O)OC3=C2C(=O)CCC3)cc([N+](=O)[O-])c1O	3	0	-35	31*	1	-15	-0.7	0	21	-33
Cc1cnn(CCC(=O)NNC(=S)Nc2ccccc2)c1	34	1	-20	1	1	3	0.1	.	22	-2
N/C(=N\OC(=O)c1ccccc1Br)c1cccc([N+](=O)[O-])c1	36	4	-103	5	0	9	4.0	1	-77	27
CN1CCN(Cc2c(O)ccc3occ(C(=O)c4ccccc4)c23)CC1	29	2	-16	2	-6	-3	-0.2	8	10	14
CC(NC(=O)C1CCC(=O)N1Cc1ccc(F)cc1)c1ccc2c(c1)OCCO2 (stereo unspecified)	19	-6	-11	0	3	0	-0.2	-2	1	9
COC(=O)C(C)Oc1cc(C)ccc1COc1ccc(-n2nc(C)n(C(F)F)c2=O)cc1 (stereo unspecified)	20	.	.	.	-3	-1	0.0	5	9	3
CCCOP(=O)(c1ccc(N(C)C)cc1)C(O)c1ccc(N(C)C)cc1 (stereo unspecified)	37	0	-19	-3	2	-5	-0.7	-2	2	3

Reformatted with bars between the fields: 4 of the compounds above.
SMILES | AI-2 QS mod | IEC-6 cytotox | KLF5 inhibitor | HSP90 refold inh | GSK3B inh | HSF1 inhib | HIF activator | GSK3A inh | aSyn UTR inh | HSF-1 act
CCOc1ncccc1C(=O)NCc1ccccc1F | 19 | -5 | 1 | 0 | -3 | -2 | -0.7 | -2 | 21 | -4
CC(=O)Nc1ccc(NC(=O)C(C)OC(=O)CNS(=O)(=O)c2cccc(Cl)c2)cc1 (stereo unspecified) | 15 | 1 | -13 | 3 | 4 | 1 | 1.3 | 2 | 8 | 6
Cc1cc(NC(=O)c2ccc(Cl)cc2)n(CCOC(=O)c2ccc(Cl)cc2)n1 | 5 | -11 | -19 | 0 | -1 | 0 | -0.1 | -1 | -38 | 18
O=C(CCNC(=O)c1ccco1)Nc1ccccc1 | 11 | 1 | -15 | 3 | -2 | -13 | 0.2 | 2 | 0 | -13

(cont.)
SMILES	AI-2 QS mod	IEC-6 cytotox	KLF5 inhibitor	HSP90 refold inh	GSK3B inh	HSF1 inhib	HIF activator	GSK3A inh	aSyn UTR inh	HSF-1 act
Cc1cccc(N2CCN(C(=O)CCn3c(=O)[nH]c4ccsc4c3=O)CC2C)c1 (stereo unspecified)	20	-7	6	2	-1	-6	0.1	-3	11	3
O=C(Nc1nc(-c2cccnc2)cs1)c1ccccc1Cl	29	5	-6	-3	0	3	0.6	-3	13	-14
COc1ccc(-c2nnc3ccc(SCC(=O)N4CCCC4)nn23)cc1	8	-5	-46	0	-1	-4	-0.5	2	-1	-4
CCc1ccc(-c2cc3c(=O)n(CC(=O)NCCCN4CCN(CC)CC4)nc(C)n3n2)cc1	3	0	-11	-2	1	0	0.8	0	-11	20

Compound activity as filed in PubChem BioAssay.
